Assay outcomes from PubChem BioAssay.
PostGolgi yeast: phenotypic screen on post-Golgi transport, primary screen; actives 0.9% (n = 98,000); inhibition, % at 10 µM; post-Golgi transport phenotypic cell assay;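 note: yeast cells grown in 1536-well plates; yeast grown about 18 h at 30C before absorbance read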
S1P2 agonist: S1P2 receptor agonists, primary screen, cell-based; Sphingosine 1-phosphate receptor 2 (Homo sapiens), O95136; AID 729, 2007; actives 0.46% (n = 97,000); activation, % at 4.5 µM; S1P2-expressing cell line, agonist reporter read-out; in the data active = activation above about 16%;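 note: 0% = vehicle low control and 100% = maximal reference agonist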
HIV Rev-RRE inh: HIV-1 Rev-RRE binding inhibitors, primary screen, biochemical, FRET, protein-RNA interaction | Rev peptide-RRE RNA binding | AID 704, 2007 | inhibition, % at 8 µM | P05866 | actives 0.79% (n = 97,000);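 active = inhibition above the screen-wide mean plus 3 SD, cut at about 35% in these data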;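 note: 0% = median DMSO wells and 100% = median Neomycin B control wells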
Target sequence (P05866 whole entry, looked up): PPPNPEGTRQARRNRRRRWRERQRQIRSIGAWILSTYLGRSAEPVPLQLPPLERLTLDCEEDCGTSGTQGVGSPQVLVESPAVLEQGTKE
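Assay system: labelled RRE RNA duplex and labelled Rev peptide / Medium: HEPES pH 7.5 salt buffer with EDTA / Reagent: labelled Rev peptide / Schedule: 5 + 15 min at 25 °C / Signal: FRET, excitation 480 nm, emission 540 nm donor and 671 nm acceptor / Benchmarks: DMSO and neomycin B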
FAK inh: FAK kinase inhibitors, primary screen, biochemical. inhibition, %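 (tested at 7 µM)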. actives 0.84% (n = 97,000). biochemical FAK kinase activity assay. Focal adhesion kinase 1 (Homo sapiens), Q05397; in the data active = inhibition above about 19%;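 note: 0% = DMSO and 100% = reference compound high control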
PostGolgi ctrl: growth inhibition of yeast control strain, primary screen, counter-screen for post-Golgi transport modulator project; inhibition, % at 10 µM; AID 738, 2007; actives 5% (n = 98,000); efflux-deficient yeast background strain, growth absorbance A615, 16 h
LYP inh 2: PTPN22 phosphatase inhibitors, primary screen, biochemical, DiFMUP fluorescence, 2 µM. AID 640, 2007. recombinant LYP catalytic domain. actives 0.21% (n = 96,000). inhibition, % at 2 µM. Tyrosine-protein phosphatase non-receptor type 22 (Homo sapiens), Q9Y2R2;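 active = inhibition at 2 µM at or above a set limit, the screen mean plus 3 SD, cut at about 24% in these data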;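 note: 0% = DMSO with enzyme and 100% = enzyme fully blocked by orthovanadate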
EphB4 antag: EphB4-ephrin-B2 interaction antagonists, primary screen, biochemical, TNYL-RAW peptide probe, fluorescence polarization. Ephrin type-B receptor 4 (Homo sapiens), P54760. EphB4 LBD / TNYL-RAW-Alexa532 peptide. inhibition, % at 7 µM. actives 0.15% (n = 97,000). AID 720, 2007;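 active = inhibition above the screen-wide mean inhibition plus 3 SD, cut at about 15% in these data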;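 note: 0% = DMSO wells and 100% = excess unlabeled TNYL-RAW peptide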
Target sequence (P54760 whole entry, looked up, the tested form may be a part): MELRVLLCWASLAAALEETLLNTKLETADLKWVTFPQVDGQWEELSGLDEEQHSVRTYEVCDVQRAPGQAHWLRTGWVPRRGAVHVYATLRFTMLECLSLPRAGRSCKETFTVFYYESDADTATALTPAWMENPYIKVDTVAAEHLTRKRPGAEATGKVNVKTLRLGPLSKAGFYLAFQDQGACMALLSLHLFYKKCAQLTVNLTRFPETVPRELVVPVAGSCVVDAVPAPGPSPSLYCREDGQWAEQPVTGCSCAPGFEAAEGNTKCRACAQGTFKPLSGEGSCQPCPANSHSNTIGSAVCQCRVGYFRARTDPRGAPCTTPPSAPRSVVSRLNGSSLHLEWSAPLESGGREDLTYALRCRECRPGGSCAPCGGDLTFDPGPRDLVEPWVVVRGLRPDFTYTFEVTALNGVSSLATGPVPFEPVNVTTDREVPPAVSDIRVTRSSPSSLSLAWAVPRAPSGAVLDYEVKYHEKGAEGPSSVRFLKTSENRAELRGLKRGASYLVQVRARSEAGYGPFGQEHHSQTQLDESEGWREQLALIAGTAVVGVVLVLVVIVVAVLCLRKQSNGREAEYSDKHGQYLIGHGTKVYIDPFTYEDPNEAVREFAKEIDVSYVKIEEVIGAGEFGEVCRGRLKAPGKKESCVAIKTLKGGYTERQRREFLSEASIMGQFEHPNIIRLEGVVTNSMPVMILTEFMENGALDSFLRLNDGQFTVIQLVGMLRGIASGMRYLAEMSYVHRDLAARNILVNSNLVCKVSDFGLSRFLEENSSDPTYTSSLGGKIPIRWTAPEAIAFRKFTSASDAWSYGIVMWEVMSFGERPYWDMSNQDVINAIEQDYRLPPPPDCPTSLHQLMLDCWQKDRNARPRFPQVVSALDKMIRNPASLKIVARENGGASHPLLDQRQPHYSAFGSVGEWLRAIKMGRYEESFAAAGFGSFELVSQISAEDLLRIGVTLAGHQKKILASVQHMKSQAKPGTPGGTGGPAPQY
S1P2 blocker: human S1P2 receptor antagonists, primary screen, cell-based | cell-based S1P2 antagonist assay, inhibition at 5 uM | inhibition, % at 5 µM | actives 0.21% (n = 97,000); in the data active = inhibition above about 45%;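 note: CRE beta-lactamase reporter cells expressing human S1P2 stimulated with S1P; 0% = agonist at EC80 alone and 100% = agonist plus reference antagonist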
PTPN22 act: LYP phosphatase activators, primary screen, biochemical, DiFMUP fluorescence, 2 µM | recombinant LYP; 0 = plate median, 100 = signal doubled | activation, % at 2 µM | actives 0.11% (n = 96,000);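 active = activation at 2 µM above a set limit, the mean plus 5 SD, cut at about 37% in these data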
* = called active by the depositor; x = not tested or not shown; [ ] = another dose, or the depositor's remark. Cut-off read from the data, not from the text of the source, unless noted: active = inhibition above about 30%; inactive = the rest.

Below each compound: S1P2 agonist	FAK inh	PTPN22 act	PostGolgi yeast	LYP inh 2	HIV Rev-RRE inh	S1P2 blocker	EphB4 antag	PostGolgi ctrl
- CCOC(=O)c1cccnc1SCC(=O)N(C)c1ccccc1
  -9	-2	7	8	-11	3	1	5	7
- CC(C)(C)N=C1NC(=NC(C)(C)C)c2ccccc21
  -1	4	0	-2	4	3	-9	-1	9
- Cc1cc(-c2nn3c(C)nnc3s2)ccc1NC(=O)C(C)(C)C
  -12	-3	-8	x	5	-2	5	-6	x
- COc1ccc(CNC(=O)C2CSC(c3ccc(OC)cc3)N2C(C)=O)cc1 (stereo not drawn)
  -7	0	2	-4	-5	3	-127	3	0
- CCOC(=O)C1CCN(Cc2cccc(OC)c2)CC1
  2	0	1	10	0	2	-17	-5	8
- O=C(N/C(=C/c1ccc2c(c1)OCO2)C(=O)N1CCOCC1)c1cccs1
  -6	1	-8	1	10	6	3	-4	6
- c1ccc(-n2nnnc2-n2ccnc2)cc1
  -4	-1	1	-3	-6	8	-11	-4	15
- Cc1cccc(NC(=O)CN2C(=O)NC(Cc3ccccc3)C2=O)c1 (stereo not drawn)
  -6	0	-2	-1	4	4	-4	1	-3
- CCCCC(=O)Nc1ccc(C(=O)NCCCn2ccnc2)cc1
  -4	4	-6	1	2	3	4	-7	5
- COc1cc(NC(=O)CSc2ccc3c(c2)OCCO3)cc(OC)c1OC
  -3	3	-2	4	5	7	19	5	10
- CCN(CCO)Cc1csc2cccc(Br)c12
  -5	-4	-1	-3	4	4	12	6	6
- O=C(/C=C/N1CCOCC1)c1coc2ccccc12
  -3	-1	-14	7	12	16	-2	7	-4
- CCC(=O)Nc1cccc(NC(=O)c2cccnc2)c1
  -8	2	1	-2	-2	4	10	-6	7
- CC(C)CCNC(=O)Cc1c(C(=O)O)[nH]c2ccc(Cl)cc12
  -1	-5	5	5	-4	-1	-8	6	16
- CSc1nc(C)nc2c1c(=O)n(C)c(=O)n2C
  -3	-2	x	5	x	10	-3	-3	-7
- COc1ccc(OC(=O)c2cnn(-c3ccccc3)c2C)cc1
  -1	3	14	10	-19	9	-7	0	4
- CCOC(=O)C1CCN(C(=O)c2ccccc2NC(C)=O)CC1
  -3	-3	-5	2	4	6	-13	-8	20
- Cc1ccc(-n2ncc(C#N)c2/N=C/N(C)C)cc1
  -2	5	-4	-4	5	3	-25	-4	33*
- Cc1cccc(OCc2nnc(NC(=O)Cc3cccs3)s2)c1
  -6	1	9	x	-8	7	4	-5	x
- COc1ccc(C2C(C(C)=O)=C(O)C(=O)N2C)c(OC)c1 (stereo not drawn)
  -4	-4	3	x	0	8	8	-2	x

Other structures.
Below each compound: S1P2 agonist	FAK inh	PTPN22 act	PostGolgi yeast	LYP inh 2	HIV Rev-RRE inh	S1P2 blocker	EphB4 antag	PostGolgi ctrl
- COC(=O)Nc1sc2c(c1C(=O)NC1CC1)CCCCCC2
  -1	1	2	8	0	3	-14	-6	8
- CCCCOc1c(Br)cc(/C=N/O)cc1OCC
  1	4	2	x	-5	19	-21	3	x
- COC(=O)c1cc(Br)c(=O)n(-c2nccs2)c1
  -6	-1	-7	14	4	10	-14	-1	-3
- O=C(Cn1nc(-c2ccc(Cl)cc2)c2ccccc2c1=O)NCC1CCCO1 (stereo not drawn)
  -4	-3	3	-2	-3	2	-3	-13	11
- CCOC(=O)C1=C(C)Nc2sc(C(=O)c3ccc(Br)cc3)c(N)c2C1c1ccc(C(=O)OC)cc1 (stereo not drawn)
  1	-4	6	5	-8	7	22	7	10
- Cc1ccc(CN2C(=O)CCC2C(=O)NCc2ccco2)cc1 (stereo not drawn)
  -3	-5	15	2	-16	0	4	-8	6
- Cc1nn(Cc2ccc(F)cc2)c(C)c1NC(=O)c1cnn2c1NC(c1cccs1)CC2C(F)(F)F (stereo not drawn)
  -4	-1	-8	3	6	6	5	3	15
- COc1ccc(NC(=O)CN2CCC(C(N)=O)(N3CCCCC3)CC2)cc1
  -2	-1	-9	4	6	6	-22	2	23
- CCOC(=O)c1cc(NC(=O)N(C(C)C)C(C)C)c(C)nc1C
  -2	2	2	-4	-5	5	-6	2	1
- COc1cccc(NC(=O)CSc2nnc(CN3CCOCC3)n2C)c1
  -10	-9	-2	-5	1	-1	8	-2	-1
- O=C(CC1CCCCC1)Nc1ncn[nH]1
  -8	-8	-9	-2	12	2	0	-7	-7
- Cc1ccsc1C=Nc1ccc(O)cc1
  -10	50*	-15	2	13	3	23	7	3
- Cc1ccc(CCP(=O)(O)CN2CCOCC2)cn1
  -4	-1	-4	9	0	10	6	-1	5
- Cc1sc(NC(=O)C2CCCO2)c(C(N)=O)c1C (stereo not drawn)
  -3	1	6	x	-6	4	-48	-3	x
- CCN(CC)S(=O)(=O)c1cccc(C(=O)N2CC(O)CC2C(=O)O)c1 (stereo not drawn)
  -2	-3	-10	9	9	5	3	4	-8
- O=C(c1ccco1)N1CCN(S(=O)(=O)Cc2ccc(Cl)cc2)CC1
  -5	0	-13	1	9	-1	3	-2	12
- CCCC1CC(C)(c2csc(Nc3ccc(OCC)cc3)n2)OC1=O (stereo not drawn)
  -7	14	3	x	-2	12	9	3	x
- Cc1ccc(S(=O)(=O)NNC(=O)C(=O)NNc2ccccn2)cc1
  -9	-5	-4	0	8	3	0	1	6
- Cc1cc(OCC(=O)Nc2ccc(S(=O)(=O)N3CCN(C)CC3)cc2)cc(C)c1Cl
  -4	2	-6	21	2	16	-15	-4	6
- O=C(O)CSCC(=O)Nc1cc(C(F)(F)F)ccc1Cl
  -5	-3	9	3	-10	3	8	-2	12

Additional entries.
Below each compound: S1P2 agonist	FAK inh	PTPN22 act	PostGolgi yeast	LYP inh 2	HIV Rev-RRE inh	S1P2 blocker	EphB4 antag	PostGolgi ctrl
- CCC(=O)N1CCc2cc(S(=O)(=O)Nc3ccc4c(c3)OCCO4)ccc21
  -4	0	-3	-3	6	5	8	4	-3
- OC1CCCN(Cc2ccccc2)C1 (stereo not drawn)
  -1	1	5	-1	-4	2	-11	-3	-8
- CC(=O)Nc1ccc(S(=O)(=O)N(Cc2ccccc2)C(C)C)cc1
  -5	-8	-3	-2	2	5	-13	1	14
- O=C(NC1C2CC3CC(C2)CC1C3)C1CC1 (stereo not drawn)
  2	2	4	-2	-5	4	-17	-9	6
- CC(C)(C)n1nnnc1CN(Cc1ccc(F)cc1)Cc1ccco1
  -6	8	-6	-4	8	8	18	2	28
- Cn1c(SCCOc2ccccc2Cl)nnc1-c1ccncc1
  -5	-2	8	4	-9	5	-10	-4	28
- CCCCOc1ccc(NC(=O)CN2CCN(C(=O)OCC)CC2)cc1
  -3	-1	3	2	-5	2	19	3	12
- COc1ccc(-c2ccc3c(N)c(C(=O)c4ccc(OC)c(OC)c4)sc3n2)cc1
  -4	35*	-9	3	8	85*[fluorescence artefact?]	31	5	5
- CCn1cc(C(=O)N2CC=C(c3ccccc3)CC2)c(=O)c2ccc(C)nc21
  -10	-1	-7	-1	5	6	2	1	11
- CCN(CC)CCN1C(=O)c2oc3ccccc3c(=O)c2C1c1cccc(Br)c1 (stereo not drawn)
  -3	6	5	-8	-5	-5	18	-8	-7
- CCOC(=O)Cn1c(=O)oc2cc(S(=O)(=O)Nc3cccc(C)c3)ccc21
  0	2	1	10	-1	8	-18	2	21
- COc1ccc(C(c2nnnn2CS(=O)(=O)c2ccc(C)cc2)N2CCN(c3ncccn3)CC2)cc1 (stereo not drawn)
  -8	1	0	x	-1	6	-21	3	x
- CC(=O)c1ccc(N(C)C)cc1
  -5	-1	14	-5	-15	3	-7	5	6
- CCc1ccccc1NC(=O)CN1CCC(NC(=O)COC)CC1
  -6	0	1	15	-4	-1	-1	-3	6
- COc1ccc(NCC(=O)Nc2ccccc2C#N)cc1Cl
  -6	0	-2	1	5	12	24	1	-1
- CCN(CC)C(=O)CSc1nc(-c2ccco2)cc(C(F)(F)F)c1C#N
  -7	0	-2	x	5	12	-17	3	x
- C=C(C)COc1ccc(-c2n[nH]c(C)c2-c2ccccc2)c(O)c1
  -4	2	-7	0	3	16	-1	-1	35*
- CCOC(=O)c1cc2sc(C)cc2n1CC(=O)NCc1ccc(F)cc1
  -7	-14	-17	-7	18	-3	-1	-9	-11
- COc1ccc(NC(=S)Nc2ncccc2C)c(OC)c1
  -1	-5	5	5	-2	-6	-3	-3	3
- CCc1ccc(C(=O)N2CCC(c3nc4ccccc4s3)CC2)cc1
  -6	-8	24	-6	-24	-2	8	-6	37*

Going on with the list.
Below each compound: S1P2 agonist	FAK inh	PTPN22 act	PostGolgi yeast	LYP inh 2	HIV Rev-RRE inh	S1P2 blocker	EphB4 antag	PostGolgi ctrl
- COC(=O)c1ccccc1COn1c(=O)c(C)[n+]([O-])c2ccccc21
  0	0	-5	11	5	2	-5	-3	-2
- CCOC(=O)C1C(=O)C=C(c2ccc(C)cc2)CC1c1ccco1 (stereo not drawn)
  -4	6	4	-6	-1	6	1	0	11
- COc1ccc(C)cc1NC(=O)COC(C)=O
  -6	-2	4	3	-4	2	6	-2	-4
- Cc1cc(C)n(-c2ccc(Cl)c(C(=O)O)n2)n1
  -1	-10	29	-1	-28	1	22	-2	4
- Cc1cc(C)c(S(=O)(=O)N(CC(=O)N2CCOCC2)C2CCCCC2)c(C)c1
  -1	1	-1	2	1	11	-18	-2	12
- O=C(Nc1ccc(CN2CCCCC2)cc1)c1ccc(Br)o1
  -2	9	21	4	-24	0	12	4	0
- Cc1cccn2c(=O)c3cc(C#N)c(=O)n(CCCN4CCOCC4)c3nc12
  10	3	5	15	-2	20	-15	0	-3
- Cc1cccc(NC(=O)N2CCN(Cc3ccccc3)CC2)c1
  1	1	-8	x	9	-2	-3	1	x
- CCOC(=O)c1[nH]c(CSc2nnc(-c3ccc(OC)cc3)o2)c(C(=O)OCC)c1C
  0	-3	-6	-8	6	2	-19	-3	7
- CCOc1ncccc1C(=O)N1CCN(Cc2ccc3c(c2)OCO3)CC1
  -4	-1	-4	0	4	1	7	5	5
- COc1cc(CNCCc2c[nH]c3ccccc23)ccc1OCc1ccccc1F
  -4	4	7	-4	-4	5	22	-3	5
- CCOc1ccc(OCCOc2cccc(C(F)(F)F)c2)cc1
  -6	-8	5	-1	-3	9	17	-1	-7
- COc1cccc2cc(C(C)N(CCCN3CCOCC3)C(=O)Nc3ccccc3)oc12 (stereo not drawn)
  -3	-3	-1	2	0	9	-1	7	12
- COc1ccc(-n2c(SC3CCOC3=O)nc3ccccc32)cc1 (stereo not drawn)
  0	4	-10	-7	8	7	11	-2	17
- CC(C)c1ccc(NC(=O)C2CC(=O)N=C(N)S2)cc1 (stereo not drawn)
  14	0	4	3	-10	5	20	6	-9
- CCOC(=O)NC1(NCC(C)C)Oc2ccccc2O1
  -3	1	0	-6	0	-4	-6	-5	1
- COc1ccc2c(c1)Cc1sc(NC(C)=O)nc1-2
  -2	16	-2	-3	-2	4	7	9	12
- Cc1ccc(-c2nnn(CC(=O)NCC3COCCO3)n2)o1 (stereo not drawn)
  -4	-5	-1	0	-2	0	6	-3	9

Only HIV Rev-RRE inh and FAK inh, for some of the entries so far:
canonical_smiles,HIV Rev-RRE inh,FAK inh
COC(=O)c1ccccc1COn1c(=O)c(C)[n+]([O-])c2ccccc21,2,0
CCOC(=O)C1C(=O)C=C(c2ccc(C)cc2)CC1c1ccco1 (stereo not drawn),6,6
COc1ccc(C)cc1NC(=O)COC(C)=O,2,-2

Individual results from the entries so far.
Cc1cc(C)c(S(=O)(=O)N(CC(=O)N2CCOCC2)C2CCCCC2)c(C)c1 | PTPN22 act: -1
CCOC(=O)NC1(NCC(C)C)Oc2ccccc2O1 | FAK inh: 1
